TcdB GH inh: TcdB glycohydrolase inhibition | P18177 | TcdB glycohydrolase enzymatic assay, plate reader | inhibition, % at 9.99 µM | hit rate 0.24% among 350,000; in the data active means inhibition above about 10%
The depositor's hits bear a star. An excerpt; rates above refer to the full screens.

| molecule | TcdB GH inh |
| --- | --- |
| COc1ccc(S(=O)(=O)N(C)C[C@@H]2Oc3ccc(NC(=O)NC4CCCCC4)cc3CC(=O)N([C@@H](C)CO)C[C@H]2C)cc1 | 0.7 |
| C[C@H](CO)N1C[C@H](C)[C@@H](CN(C)Cc2ccc(Cl)c(Cl)c2)Oc2ccc(NC(=O)C3CC3)cc2CC1=O | 1.2 |
| C[C@@H]1CCCCO[C@@H](CN(C)C(=O)Nc2ccc3c(c2)OCO3)[C@@H](C)CN([C@@H](C)CO)C(=O)c2cc(NC(=O)CCCN(C)C)ccc2O1 | -0.3 |
| Cc1ccc(S(=O)(=O)N(C)C[C@@H]2Oc3c(NC(=O)Nc4ccc(F)cc4)cccc3C(=O)N([C@H](C)CO)C[C@@H]2C)cc1 | 1.2 |
| C[C@@H]1CCCCO[C@H](CN(C)S(=O)(=O)c2cn(C)cn2)[C@H](C)CN([C@@H](C)CO)C(=O)c2cc(NC(=O)c3ccncc3)ccc2O1 | 1.3 |
| C[C@@H]1CN([C@H](C)CO)C(=O)c2cccc(NC(=O)c3ccc(-c4nccs4)cc3)c2O[C@H]1CN(C)C(=O)Nc1ccc(C(F)(F)F)cc1 | 0.7 |
| COc1cccc(S(=O)(=O)N[C@@H]2CC[C@H](CCNC(=O)Nc3cc(F)ccc3F)O[C@H]2CO)c1 | -7.2 |
| CCCN1[C@H](C(=O)NCCCN2CCOCC2)[C@@H](CO)[C@@H]2Cn3c(ccc(-c4cccnc4)c3=O)[C@@H]21 | -1.2 |
| Cc1noc(C)c1NC(=O)Nc1ccc2c(c1)CC(=O)N([C@H](C)CO)C[C@H](C)[C@@H](CN(C)C(=O)Nc1ccc3c(c1)OCO3)O2 | 0.0 |
| COc1cccc(NC(=O)N2CC(=O)N3[C@H](C2)[C@@H](c2ccc(Br)cc2)[C@@H]3CO)c1 | -0.1 |
| CO[C@@H]1CC[C@@H]2CCOc3c(C#N)cccc3C(=O)N(C)CCCC(=O)N(C)C[C@H]1O2 | -2.7 |
| C[C@@H]1CN([C@@H](C)CO)C(=O)c2cc(NC(=O)Nc3cccc4ccccc34)ccc2O[C@@H]1CN(C)C(=O)Nc1ccccc1 | -0.5 |
| CN1CCN(C(=O)C[C@@H]2CC[C@@H]3[C@H](COC[C@@H](O)CN3Cc3cccc(-c4ccncc4)c3)O2)CC1 | -2.2 |
| C[C@H](CO)N1C[C@H](C)[C@@H](CN(C)CC2CC2)Oc2cc(-c3cccc(C#N)c3)ccc2S1(=O)=O | -1.7 |
| C[C@H](CO)N1C[C@H](C)[C@H](CN(C)S(C)(=O)=O)Oc2ncc(C#CC(C)(C)O)cc2C1=O | -0.5 |
| CCC(=O)N(C)C[C@H]1Oc2ncc(C#Cc3ccccc3)cc2C(=O)N([C@@H](C)CO)C[C@@H]1C | 1.7 |
| C[C@H](CO)N1C[C@H](C)[C@H](CN(C)S(=O)(=O)c2ccc(F)cc2)Oc2c(NS(=O)(=O)c3cn(C)cn3)cccc2C1=O | -1.8 |
| COc1ccc(NC(=O)Nc2ccc3c(c2)[C@@H]2C[C@@H](CC(=O)N4CCCCC4)O[C@H](CO)[C@@H]2O3)cc1 | 0.0 |
| O=C(NC1Cc2ccccc2C1)[C@@H]1[C@@H](CO)[C@@H]2Cn3c(ccc(-c4ccccc4)c3=O)[C@H]1N2 | -2.2 |
| COCCNC(=O)C[C@@H]1CC[C@@H]2[C@H](COc3ccc(NC(=O)c4cnccn4)cc3C(=O)N2C)O1 | 0.9 |
| C[C@H](CO)N1C[C@H](C)[C@@H](CN(C)Cc2ccc(-c3ccccc3)cc2)Oc2ccc(NC(=O)NC3CCCCC3)cc2C1=O | 0.7 |
| C[C@@H]1CN([C@H](C)CO)C(=O)c2cc(NC(=O)Cn3cnnn3)ccc2O[C@@H]1CN(C)S(=O)(=O)c1ccc(F)cc1 | -0.7 |
| C[C@H](CO)N1C[C@H](C)[C@H](CN(C)C(=O)CN(C)C)Oc2ncc(-c3ccccc3F)cc2C1=O | -0.1 |
| C[C@@H]1CN([C@@H](C)CO)C(=O)c2cc(NC(=O)Cc3ccccc3)ccc2O[C@H]1CN(C)Cc1ccc(C(F)(F)F)cc1 | 0.9 |
| O=C(Cc1ccccc1)N1CC(=O)N2[C@H](CO)[C@@H](c3ccc(Br)cc3)[C@@H]2C1 | -1.8 |
| C[C@@H]1CCCCO[C@H](CN(C)C(=O)NC2CCCCC2)[C@H](C)CN([C@@H](C)CO)C(=O)c2cc(NC(=O)Nc3ccccc3)ccc2O1 | 1.4 |
| COc1cccc(-c2ccc([C@H]3[C@H](CO)N4CCCCN(C(=O)Cc5ccncc5)C[C@@H]34)cc2)c1 | -4.2 |
| COc1cccc(-c2ccc([C@H]3[C@@H](CO)N4CCCCN(CC5CC5)C[C@@H]34)cc2)c1 | 0.3 |
| COc1cccc(S(=O)(=O)Nc2ccc3c(c2)[C@@H]2C[C@@H](CC(=O)NCc4ccc(Cl)cc4)O[C@H](CO)[C@@H]2O3)c1 | 0.0 |
| COc1ccccc1C(=O)Nc1ccc2c(c1)C(=O)N(C)[C@@H]1CC[C@H](CC(=O)NCc3ccc(Cl)c(Cl)c3)O[C@@H]1CO2 | -0.3 |
| COCC(=O)N1[C@H](CO)[C@H](c2ccccc2-c2ccc(C)cc2)[C@@H]1C#N | -8.5 |
| CC(C)NC(=O)N(C)C[C@@H]1Oc2c(NC(=O)c3ccc(-c4nccs4)cc3)cccc2C(=O)N([C@H](C)CO)C[C@H]1C | -0.6 |
| COCC(=O)Nc1ccc2c(c1)C(=O)N(C)C[C@@H](OC)[C@H](C)CN(Cc1cc(F)ccc1F)[C@@H](C)CO2 | -3.5 |
| C[C@@H]1CN([C@H](C)CO)C(=O)Cc2cc(NC(=O)Cc3ccccc3)ccc2O[C@@H]1CN(C)Cc1ccccc1 | 0.0 |
| COc1ccc2c3c([nH]c2c1)[C@H](CO)N(C(=O)Nc1ccc(F)cc1)CC31CN(C(=O)c2ccccc2F)C1 | 1.4 |
| CO[C@@H](CN(C)C(=O)c1ccccc1F)[C@@H](C)CN([C@H](C)CO)S(=O)(=O)c1ccc(F)cc1 | -1.3 |
| COc1ccc(CNC(=O)C[C@H]2C[C@H]3c4cc(NC(=O)NC5CCCC5)ccc4O[C@H]3[C@@H](CO)O2)cc1 | 0.8 |
| COc1ccc(NC(=O)N(C)C[C@H]2OCCCC[C@@H](C)Oc3ccc(NC(=O)CCC(F)(F)F)cc3C(=O)N([C@@H](C)CO)C[C@@H]2C)cc1 | 0.3 |
| COCCNC(=O)[C@@H]1[C@@H](CO)[C@@H]2Cn3c(cccc3=O)[C@H]1N2S(=O)(=O)c1ccccc1C | 1.4 |
| COc1cccc(-c2ccc3n(c2=O)C[C@H]2[C@H](CO)[C@@H](C(=O)N4CCCCC4)N(C)[C@@H]32)c1 | 0.4 |
| N#C[C@H]1[C@@H](c2ccccc2/C=C/c2ccccc2)[C@@H](CO)N1S(=O)(=O)c1cccc(F)c1 | -0.6 |
| COc1cccc(S(=O)(=O)N2C[C@@H](O)COC[C@H]3O[C@H](CC(=O)N4CCCCC4)CC[C@@H]32)c1 | -0.5 |
| CCC(=O)N1CC(=O)N2[C@H](CO)[C@H](c3ccc(-c4ccc(C#N)cc4)cc3)[C@@H]2C1 | 0.9 |
| CC(=O)N(C)C[C@H]1Oc2cc(C#CC3(O)CCCC3)ccc2S(=O)(=O)N([C@@H](C)CO)C[C@@H]1C | 0.8 |
| COCc1cn(CC[C@H]2CC[C@H](NC(=O)Nc3ccc(Cl)cc3)[C@@H](CO)O2)nn1 | -0.1 |
| Cc1ccccc1-c1ccc([C@H]2[C@H](CO)N3CCCCN(C(=O)c4cccnc4)C[C@@H]23)cc1 | -0.9 |
| C[C@@H]1CN([C@@H](C)CO)C(=O)Cc2cc(NC(=O)NC3CCCCC3)ccc2O[C@H]1CN(C)CC1CC1 | -0.2 |
| COCC(=O)Nc1ccc2c(c1)C(=O)N(C)C[C@@H](OC)[C@H](C)CN(Cc1cc(-c3ccccc3)on1)[C@H](C)CO2 | -2.1 |
| CC(C)(O)C#Cc1ccc([C@H]2[C@@H](CO)N3CCCCN(C(=O)c4cccnc4)C[C@H]23)cc1 | 0.5 |
| CCC(=O)Nc1ccc2c(c1)C(=O)N(C)[C@H]1CC[C@H](CC(=O)NC3CCCC3)O[C@@H]1CO2 | -0.3 |
| O=C(c1cnccn1)N1CC[C@@H]2[C@H]1c1cc(C#Cc3cccnc3)ccc1N[C@@H]2CO | -0.3 |
| COc1ccc(NC(=O)N(C)C[C@@H]2Oc3c(NS(=O)(=O)c4cccs4)cccc3C(=O)N([C@H](C)CO)C[C@H]2C)cc1 | -1.9 |
| CN1CCN(C(=O)C[C@@H]2CC[C@@H](NC(=O)Nc3ccccc3F)[C@@H](CO)O2)CC1 | 4.0 |
| O=C(N[C@H]1C=C[C@H](CC(=O)N2CCN(c3ccccc3)CC2)O[C@@H]1CO)c1ccncc1 | -6.7 |
| CCCNC(=O)N[C@@H]1CC[C@H](CC(=O)NC2CCC2)O[C@@H]1CO | 0.0 |
| N#C[C@@H]1[C@@H](c2ccccc2-c2cccc(F)c2)[C@H](CO)N1C(=O)C1CCCCC1 | 0.3 |
| Cc1noc(C)c1NC(=O)Nc1cccc2c1O[C@H](CN(C)S(=O)(=O)c1ccc(Cl)cc1)[C@@H](C)CN([C@H](C)CO)C2=O | -0.9 |
| C[C@@H]1CN([C@H](C)CO)C(=O)c2cccc(NC(=O)C3CCCCC3)c2O[C@H]1CN(C)S(=O)(=O)c1ccccc1 | 0.0 |
| CCCC#Cc1ccc2c(c1)O[C@@H](CN(C)C(=O)NC(C)C)[C@@H](C)CN([C@@H](C)CO)S2(=O)=O | -0.7 |
| COCC(=O)Nc1ccc2c(c1)OC[C@@H](C)N(Cc1cccnc1)C[C@H](C)[C@@H](OC)CN(C)C2=O | -0.3 |

(further entries)
| molecule | TcdB GH inh |
| --- | --- |
| O=C(C[C@@H]1C[C@@H]2c3cc(NC(=O)c4cccnc4)ccc3O[C@@H]2[C@H](CO)O1)NCc1ccccc1 | 0.0 |
| C[C@H]1CCCCO[C@H](CN(C)C(=O)Nc2cccc3ccccc23)[C@@H](C)CN([C@@H](C)CO)C(=O)c2cc(NC(=O)Cc3ccccc3)ccc2O1 | 0.4 |
| CC(=O)NC[C@H]1[C@H](c2ccc(-c3ccccc3F)cc2)[C@@H](CO)N1C(C)=O | -0.7 |
| CCS(=O)(=O)Nc1ccc2c(c1)C(=O)N(C)[C@H]1CC[C@@H](CC(=O)NCCCN3CCOCC3)O[C@H]1CO2 | 0.5 |
| COc1cccc(CNC(=O)C[C@@H]2CC[C@@H](NC(=O)C3CC3)[C@H](CO)O2)c1 | 0.6 |
| C[C@@H]1CN([C@@H](C)CO)S(=O)(=O)c2ccc(/C=C/c3ccccc3)cc2O[C@H]1CN(C)C(=O)Nc1cc(F)ccc1F | -0.6 |
| O=C(Cc1ccccn1)NCC[C@H]1CC[C@H](NS(=O)(=O)c2ccc(F)cc2)[C@@H](CO)O1 | 0.1 |
| C[C@H](CO)N1C[C@H](C)[C@H](CN(C)S(=O)(=O)c2cn(C)cn2)OCCCC[C@H](C)Oc2ccc(NS(=O)(=O)c3ccccc3)cc2C1=O | 1.1 |
| O=C(c1ccncc1)N1CC(=O)N2[C@H](C1)[C@@H](c1ccc(-c3cccnc3)cc1)[C@@H]2CO | 0.7 |
| CC=Cc1ccc2n(c1=O)C[C@H]1[C@H](CO)[C@@H](C(=O)Nc3ccccc3)N(CC)[C@@H]21 (mixture of isomers) | -10.0 |
| C[C@H](CO)N1C[C@H](C)[C@H](CN(C)C(=O)CCCN(C)C)OCCCC[C@H](C)Oc2ccc(NC(=O)c3ccccc3)cc2C1=O | -1.4 |
| O=C([C@@H]1[C@@H](CO)[C@@H]2Cn3c(cccc3=O)[C@@H]2N1Cc1ccccc1Cl)N1CCOCC1 | 0.1 |

Exported with each value named: part of the list above.
> O=C([C@@H]1[C@@H](CO)[C@@H]2Cn3c(cccc3=O)[C@@H]2N1Cc1ccccc1Cl)N1CCOCC1
  TcdB GH inh: 0.1
> O=C(C[C@@H]1C[C@@H]2c3cc(NC(=O)c4cccnc4)ccc3O[C@@H]2[C@H](CO)O1)NCc1ccccc1
  TcdB GH inh: 0.0
> CC(=O)NC[C@H]1[C@H](c2ccc(-c3ccccc3F)cc2)[C@@H](CO)N1C(C)=O
  TcdB GH inh: -0.7
> C[C@H]1CCCCO[C@H](CN(C)C(=O)Nc2cccc3ccccc23)[C@@H](C)CN([C@@H](C)CO)C(=O)c2cc(NC(=O)Cc3ccccc3)ccc2O1
  TcdB GH inh: 0.4

Following part:
| molecule | TcdB GH inh |
| --- | --- |
| COc1cccc(C#Cc2cnc3c(c2)C(=O)N([C@H](C)CO)C[C@H](C)[C@H](CN(C)C(=O)C2CCCCC2)O3)c1 | 1.2 |
| C[C@@H]1CN([C@@H](C)CO)C(=O)c2cc(NC(=O)CCC(F)(F)F)ccc2O[C@@H]1CN(C)Cc1ccncc1 | -1.9 |
| COc1ccc(NC(=O)N2CCCCN3[C@@H](CO)[C@H](c4ccc(C#Cc5ccccn5)cc4)[C@@H]3C2)cc1 | 0.1 |
| CC(C)NC(=O)N1CCCCN2[C@@H](CO)[C@H](c3ccc(C#C[C@H](C)O)cc3)[C@@H]2C1 | -1.5 |
| COCC(=O)N1C[C@@H](C)[C@@H](OC)CN(C)C(=O)c2ccc(NC(=O)c3ccccc3)cc2OC[C@@H]1C | 0.0 |
| C[C@@H]1CCCCO[C@@H](CN(C)Cc2ccc(C(F)(F)F)cc2)[C@@H](C)CN([C@H](C)CO)C(=O)c2cc(NS(=O)(=O)c3ccc(F)cc3)ccc2O1 | 0.0 |
| COC(=O)c1c2oc(c1C(=O)OC)C(=O)N[C@@H](Cc1ccccc1)Cn1cc(nn1)CNC(=O)[C@@H](Cc1ccccc1)NC(=O)N[C@@H](CO)CC2 | -2.1 |
| O=C(c1ccccc1)N1CC(=O)N2[C@H](CO)[C@H](c3ccc(C#CCC4CCCC4)cc3)[C@H]2C1 | -1.6 |
| COc1ccc(NC(=O)N[C@H]2C=C[C@H](CC(=O)NCc3ccccn3)O[C@H]2CO)cc1 | -1.2 |

Reformatted field by field: 2 of the compounds above
C[C@@H]1CN([C@@H](C)CO)C(=O)c2cc(NC(=O)CCC(F)(F)F)ccc2O[C@@H]1CN(C)Cc1ccncc1
  TcdB GH inh = -1.9
COc1ccc(NC(=O)N2CCCCN3[C@@H](CO)[C@H](c4ccc(C#Cc5ccccn5)cc4)[C@@H]3C2)cc1
  TcdB GH inh = 0.1

Bioassay records deposited in PubChem by Broad Institute.
